# High-throughput results from PubChem.
# Apaf1 inhib: human Apaf-1 inhibition; O14727; reconstituted apoptosome caspase-3 activity, DEVD-Rh110 fluorescence; inhibition, % at 20 µM; actives 0.71% (n = 330,000); AID 489030; active = inhibition of at least 40% at 20 µM;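 also: plate controls were DMSO wells for no effect and DEVD-CHO caspase inhibitor wells for full effect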
#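 System – cell-free apoptosome with Apaf-1, procaspase-3 and caspase-9 · Buffer or medium – pH 7.5 Hepes buffer with CHAPS, BSA, DTT · Also added – cytochrome c with DEVD-Rh110 · Times – 30 min compound preincubation, 50 min activation, room temperature · Technique – Rh110 fluorescence intensity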
# SENP7 block: SENP7 protease inhibition; Q9BQF6; recombinant SENP7, Z-RLRGG-aminoluciferin luminescence, 40 min; inhibition, % at 5 µM; actives 1.5% (n = 330,000); AID 434973;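 active = inhibition above about 50% at the single test dose, limit read from the data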;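 also: plate controls were DMSO with enzyme for no effect and no enzyme buffer wells for full effect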
# Target sequence (Q9BQF6 706-1050 limits assumed): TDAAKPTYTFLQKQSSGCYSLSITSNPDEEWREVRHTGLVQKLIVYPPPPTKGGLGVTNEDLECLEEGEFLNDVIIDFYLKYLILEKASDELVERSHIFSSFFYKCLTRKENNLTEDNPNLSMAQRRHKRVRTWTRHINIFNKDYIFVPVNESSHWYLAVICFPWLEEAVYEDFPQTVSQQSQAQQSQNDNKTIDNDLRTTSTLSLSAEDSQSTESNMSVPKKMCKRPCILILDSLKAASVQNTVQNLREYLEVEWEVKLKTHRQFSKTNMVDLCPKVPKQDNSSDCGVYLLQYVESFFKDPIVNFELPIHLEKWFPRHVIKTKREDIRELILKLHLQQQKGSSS
# UBC13 inh: inhibitors of human UBC13 polyubiquitin chain formation | TR-FRET | inhibition, % at 20 µM | actives 0.47% (n = 330,000); in the data active = inhibition above about 45%, passing the limit was not always enough
# Target sequence (P61088 whole entry, looked up): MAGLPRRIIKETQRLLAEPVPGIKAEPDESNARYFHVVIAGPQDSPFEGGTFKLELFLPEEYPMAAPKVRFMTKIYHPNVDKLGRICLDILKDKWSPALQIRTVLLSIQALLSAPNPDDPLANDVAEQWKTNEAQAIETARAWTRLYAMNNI
# SENP8 block: inhibitors of human SENP8 protease. inhibition, % at 10 µM. purified SENP8, Z-RLRGG-aminoluciferin cleavage, luminescence. AID 2540. Q96LD8. actives 1.2% (n = 330,000)
# Target sequence (Q96LD8 whole entry, looked up): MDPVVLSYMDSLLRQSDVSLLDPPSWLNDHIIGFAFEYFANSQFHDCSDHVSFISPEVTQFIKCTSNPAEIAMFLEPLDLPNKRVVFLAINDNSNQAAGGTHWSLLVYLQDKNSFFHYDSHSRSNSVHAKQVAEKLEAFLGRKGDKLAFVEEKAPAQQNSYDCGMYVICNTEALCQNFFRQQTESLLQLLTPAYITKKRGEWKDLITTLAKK
# 697 NFkB inh: lowers PMA/ionomycin-induced NF-kB signal in 697 B cells; inhibition, % at 4 µM; actives 0.33% (n = 330,000); 697 B-cell NF-kB luciferase reporter, 16 h; in the data active = inhibition above about 35%
# HKDC1 inh: HKDC1 (human) hexokinase inhibition | Q2TB90 | actives 0.16% (n = 340,000) | AID 493160 | recombinant HKDC1, G6PDH/diaphorase resazurin coupled fluorescence | inhibition, % at 20 µM;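 active = inhibition above about 35% when tested at 20 µM, limit read from the data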;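 also: plate controls were DMSO wells with enzyme for no effect and DMSO wells lacking enzyme for full effect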
#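 Test system: recombinant HKDC1 (HK5) hexokinase enzyme, produced in-house; Amount: enzyme 5 µg/mL final; Buffer or medium: Tris pH 8.0 buffer with MgCl2, Tween-20, BSA, BME; Reagent: glucose and ATP substrates; Doses: 20 µM test compound, 1% DMSO; Incubation: 90 min reaction incubation at room temperature, dark; Detection: resorufin fluorescence at 613 nm.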
# Jurkat NFkB inh: inhibitors of the PMA/ionomycin-induced NF-kB reporter in Jurkat cells; PMA/ionomycin-induced NF-kB luciferase reporter, luminescence; inhibition, % at 4 µM; actives 0.53% (n = 330,000)
# Gli-Sufu antag: Gli-Sufu pathway antagonism; Sufu-KO-LIGHT fibroblasts, Gli luciferase reporter luminescence; inhibition, % at 5 µM; actives 0.74% (n = 340,000); AID 588413;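 active = inhibition above about 55%, limit read from the data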;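 also: 0% = DMSO-treated cells and 100% = wells with medium but no cells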
# * hit, by the source's call; . = not tested or not shown. Rule as the data show it, unless noted: active = inhibition above about 50%; inactive = the rest.
SMILES,Apaf1 inhib,SENP7 block,UBC13 inh,SENP8 block,697 NFkB inh,HKDC1 inh,Jurkat NFkB inh,Gli-Sufu antag
COc1cccc(CNC(=O)c2ccc(NC(=O)C3CCCO3)cc2)c1 (centres undefined),3,-2,0,11,-12,-1,4,-7
COc1ccccc1C1CC(c2ccccc2)Nc2ncnn21 (centres undefined),-19,4,12,-1,20,-4,4,4
COc1ccc(C(C(N)=O)c2ncc(C(F)(F)F)cc2Cl)cc1OC (centres undefined),1,-7,-1,-8,4,-5,-16,-16
CCC(=O)Nc1ccc(-c2nnc(-c3ccccc3)o2)cc1,-1,75*,2,38,-206,0,-125,-91
Cc1cccc(N2CCN(C(=O)c3cccc(N4C(=O)C5CC=CC(C)C5C4=O)c3)CC2)c1C (centres undefined),18,-6,3,2,14,5,3,13
COC(=O)C1=C(CS(=O)(=O)c2ccc(Cl)cc2)NC(=O)NC1c1ccc(O)cc1 (centres undefined),11,-9,-2,-9,-15,4,-9,-13
COc1ccc(-c2c(C#N)c(SCC(=O)Nc3ccccc3)nc3c2CCCC3)cc1,13,-1,2,6,-43,4,-10,6
COc1cccc(C2(O)CCN(C(=O)C3CC3)CC2)c1,-1,-7,-7,-7,-10,1,-11,0
CC(/C=N/n1c(-c2ccco2)n[nH]c1=S)=C\c1ccccc1,11,12,-7,-5,13,13,-2,-5
CC(C)(S)[C@@H](N)C(=O)O,-6,0,2,-1,13,-8,16,8
CCCNC(=O)CCC(NS(=O)(=O)c1ccc(C)cc1)C(=O)NCCC (centres undefined),-23,3,3,4,10,-16,-2,-1
CN1CCCCCC1C(=O)N1CCC(N2CCC(C(=O)N3CCOCC3)CC2)CC1 (centres undefined),14,8,6,-4,-14,-4,-16,19
C(=N\Nc1nncc2ccccc12)/c1ccccc1,-6,30,8,24,-71,0,-51,-60
O=C(NCCN1CCOC1=O)C1CCC(=O)N(CCc2ccc(Cl)cc2)C1 (centres undefined),6,4,1,10,8,-2,4,-2
Cc1ccc(-n2c(CNc3ccc(C)c(Cl)c3)n[nH]c2=S)cc1,15,0,0,0,-4,11,-1,6
CCOC(=O)N1CCC(N(CCOC)C(=O)Nc2ccc(CC)cc2)CC1,-12,-6,1,-1,-3,2,-1,0
COc1ccc(-c2nc(N)n[nH]2)cc1,-2,11,-5,-2,-3,-7,-5,7
CCOC(=O)CSC1=C(C#N)C(=O)NC(c2ccc(OC)cc2)S1 (centres undefined),-6,7,2,-5,1,3,-12,3
O=C(Oc1ccccc1N1C(=O)CCC1=O)c1ccco1,-2,-6,6,-1,1,1,-2,-8
CC1(C)C(=O)C2(CCCCC2)C(=O)OC1c1ccc(O)cc1 (centres undefined),3,-1,6,-1,-8,10,-14,4
Cc1ccc(OCCC(=O)OCC(=O)Nc2ccc3c(c2)OCO3)cc1,6,7,-1,9,11,-2,-4,-4
CC(=O)c1cccc(N(C(=O)CNC(=O)c2ccco2)C(C(=O)NC2CCCC2)c2ccco2)c1 (centres undefined),3,3,3,-2,5,-7,-13,-4
NC(=O)CC(NSc1ccccc1[N+](=O)[O-])C(=O)O (centres undefined),9,8,-7,-6,27,-1,-12,1
O=S(=O)(Nc1n[nH]c(C(F)(F)F)n1)c1ccccc1,-10,8,6,-5,17,-8,-3,5
Cc1cc(C)nc(NC(=O)c2ccc(C)o2)n1,5,16,-2,-9,-9,-6,10,-6

# Entries listed so far with a COOH group (two):
SMILES,Apaf1 inhib,SENP7 block,UBC13 inh,SENP8 block,697 NFkB inh,HKDC1 inh,Jurkat NFkB inh,Gli-Sufu antag
CC(C)(S)[C@@H](N)C(=O)O,-6,0,2,-1,13,-8,16,8
NC(=O)CC(NSc1ccccc1[N+](=O)[O-])C(=O)O (centres undefined),9,8,-7,-6,27,-1,-12,1

# Other structures follow:
SMILES,Apaf1 inhib,SENP7 block,UBC13 inh,SENP8 block,697 NFkB inh,HKDC1 inh,Jurkat NFkB inh,Gli-Sufu antag
COc1cc2c(cc1NC(C)=O)CCCC2,-2,0,11,3,28,2,5,3
COc1cc(OC)cc(C(=O)N[C@H](C(=O)Nc2nc(-c3ccc(OC)c(OC)c3)cs2)C(C)C)c1,4,0,-10,-6,11,0,-8,-4
O=C(O)c1ccccc1C(=O)Nc1ccc(-n2nc(C(F)(F)F)cc2C(F)(F)F)cc1,2,-7,-15,-8,-14,3,-16,-2
Cc1ccc(S(=O)(=O)N2CCC[C@H]2C(=O)Nc2ccccc2C)cc1,-3,3,22,-7,1,-3,6,1
Fc1ccccc1CSc1nnnn1-c1ccc2c(c1)OCO2,16,-7,-2,8,-10,2,-1,-24
COC(=O)c1ccccc1NC(=O)Cn1cnc([N+](=O)[O-])c1,-15,2,4,3,-12,-3,4,1
NC(=O)COc1ncnc2scc(-c3ccc(F)cc3)c12,4,5,7,-6,-6,-7,9,54
COc1ccc(NS(=O)(=O)c2c(C)[nH]c(=O)[nH]c2=O)cc1OC,-1,3,-1,4,7,5,-8,3
CCOC(=O)C1=NN(c2ccccc2C)C2=NC(C)=C(C(=O)OC)C(c3cccc(OC)c3)N12 (centres undefined),12,-5,2,2,-7,-8,-5,-3
COc1ccc(NC(=O)NCCN2CCN(c3ccc(C)cc3)CC2)c(Cl)c1,-7,-8,6,9,17,7,17,23
COC(=O)c1c(Sc2ccccc2)c2ccccc2n1C,2,-11,-1,-6,5,3,3,2
NS(=O)(=O)c1ccc(NC(=O)COc2ccc(C(=O)c3ccc(F)cc3)cc2)cc1,-18,-2,10,5,6,6,16,-21
O=C(COc1cc2oc(=O)c3c(c2cc1Cl)CCC3)Nc1cccnc1,2,67*,4,1,3,-6,-36,-9
Cc1ccccc1-c1nc2sc3c(c2c(=O)n1N)CCCC3,17,-5,-10,7,-276,6,-100,34
CCOC(=O)c1c(C)[nH]c(C)c1S(=O)(=O)NCCc1ccc(SC)cc1,-2,-10,-1,-12,-18,-1,12,-9
Cc1ccc(-n2c3c(c(=O)[nH]c2=O)C(C(F)(F)F)(C(F)(F)F)NC(=O)N3)cc1,-10,4,-4,-5,17,-6,1,3
O=C(O)CCC(=NNC(=O)c1cccc(S(=O)(=O)N2CCCCC2)c1)c1ccccc1,6,7,2,-5,-6,-3,-2,0
COc1ccc(C)cc1NC(=O)C(CCS(C)(=O)=O)NC(C)=O (centres undefined),2,1,-1,-7,-2,-4,-7,2
CC(=O)c1cccc(N(C(=O)c2ccco2)C(C(=O)NC2CCCCC2)c2ccc(C)o2)c1 (centres undefined),8,0,1,-3,21,-3,-10,29
CN1C(=O)c2ccccc2C(C(=O)O)C1c1cccc(F)c1 (centres undefined),5,-1,-1,-1,4,4,10,1
C/C=C(\C)c1nnc(NC(=O)C(C)C)s1,-2,8,0,0,-2,0,-1,-12
O=C1CCN(c2ncccc2[N+](=O)[O-])CC1,-1,-1,0,7,12,-8,11,6
O=C1CC(c2cc([N+](=O)[O-])ccc2Cl)c2c(ccc3ccccc23)N1 (centres undefined),12,-3,2,-1,-10,4,27,7
O=C(CON=C1c2ccccc2-c2ccccc21)NC12CC3CC(CC(C3)C1)C2,13,12,6,6,-2,0,-23,14
NC(=O)C1CCN(c2ccc(S(=O)(=O)N3CCCCC3)cn2)CC1,-3,-2,0,-8,6,6,1,4

# Six consecutive records already listed, quoted:
SMILES,Apaf1 inhib,SENP7 block,UBC13 inh,SENP8 block,697 NFkB inh,HKDC1 inh,Jurkat NFkB inh,Gli-Sufu antag
CN1C(=O)c2ccccc2C(C(=O)O)C1c1cccc(F)c1 (centres undefined),5,-1,-1,-1,4,4,10,1
C/C=C(\C)c1nnc(NC(=O)C(C)C)s1,-2,8,0,0,-2,0,-1,-12
O=C1CCN(c2ncccc2[N+](=O)[O-])CC1,-1,-1,0,7,12,-8,11,6
O=C1CC(c2cc([N+](=O)[O-])ccc2Cl)c2c(ccc3ccccc23)N1 (centres undefined),12,-3,2,-1,-10,4,27,7
O=C(CON=C1c2ccccc2-c2ccccc21)NC12CC3CC(CC(C3)C1)C2,13,12,6,6,-2,0,-23,14
NC(=O)C1CCN(c2ccc(S(=O)(=O)N3CCCCC3)cn2)CC1,-3,-2,0,-8,6,6,1,4

# Later entries
SMILES,Apaf1 inhib,SENP7 block,UBC13 inh,SENP8 block,697 NFkB inh,HKDC1 inh,Jurkat NFkB inh,Gli-Sufu antag
Cc1ccc(N(CC(O)CN2CCCCC2)S(=O)(=O)c2ccc(C)cc2)cc1 (centres undefined),5,3,2,-1,3,1,15,-12
CC(C)(C)NC(=O)CSC(=Nc1ccc(F)cc1)NC#N,1,-5,4,-8,-21,3,1,3
COc1ccc(C(C)NC(=O)c2ccccc2)cc1 (centres undefined),-3,-7,7,2,11,-9,-1,-6
COc1ccc(S(=O)(=O)N(C)C[C@H]2Oc3c(NC(=O)NC4CCCCC4)cccc3C(=O)N([C@H](C)CO)C[C@@H]2C)cc1,20,3,8,2,10,0,3,-10
CC(C)N(C)C(=O)CCc1nnc(CCc2c[nH]c3ccccc23)o1,8,2,5,6,-3,-9,8,3
COc1cc(/C=C(\CC(=O)O)c2nc3ccccc3s2)cc(OC)c1O,-8,11,-5,0,-8,6,-16,-3
COc1cccc(N(C(=O)C2COc3ccccc3O2)C(C(=O)NC2CCCCC2)c2ccc(O)cc2)c1 (centres undefined),22,16,-5,10,-55,.,31,.
CCN(CC(=O)NC(=O)NCc1ccccc1)CC(=O)Nc1cc(Cl)ccc1C,29,4,22,-7,1,-3,3,0
COCc1ccc(CN2CCC(C(=O)Nc3cccc(-c4cscn4)c3)CC2)o1,-4,13,-2,-8,1,2,1,-11
CCN(CC)CCOc1nnc(-c2ccc(C)cc2)c2ccccc12,2,-14,2,-1,-35,-7,-18,3
CCCCn1c(N)c(N(CC(C)C)C(=O)c2ccc(S(=O)(=O)N(CC)c3ccccc3)cc2)c(=O)[nH]c1=O,4,-3,-2,11,3,0,-3,0
Cc1ccc(CN2CCN(C3CCOCC3)CC2CCO)cc1 (centres undefined),-13,9,17,-2,-2,-1,-4,0
CC(Cc1cccs1)N(Cc1ccc(Cl)cc1)C(=O)c1ccncc1 (centres undefined),13,6,4,2,-17,3,-7,2
Cc1cccc(C2=NNC(=O)C(c3ccc(Cl)cc3)C2)c1 (centres undefined),1,-1,-2,5,11,-5,-8,10
CC(NC(=O)c1cn(C)c2ccc(S(=O)(=O)N3CCCC3)cc2c1=O)c1ccccc1 (centres undefined),21,-3,-6,-4,20,5,12,-43
O=C(NNC1=NS(=O)(=O)c2ccccc21)c1ccccc1,-13,6,-7,-6,2,-6,1,1
CN(C)c1nc(OCCOC(=O)COc2ccc(Cl)cc2Cl)nc(N(C)C)n1,13,2,8,-3,1,10,7,-5
C=CCn1c(SCC(=O)Nc2ccc(S(N)(=O)=O)cc2)nnc1-c1cnccn1,6,1,-6,-4,-7,-11,-20,35
O=C(c1cccc(C(F)(F)F)c1)N1CCC2(CC1)NCCc1[nH]cnc12,-15,0,4,-3,11,-5,8,10
Cc1ccc(OCC(=O)c2cc(C)c(C)cc2C)c([N+](=O)[O-])n1,14,3,3,5,9,-7,13,-1
COc1cc(NC(=O)c2ccco2)c(C(=O)OCC(=O)c2c[nH]c3ccccc23)cc1OC,-3,-7,-2,1,28,-9,24,-2
Nc1nonc1-n1nnc(C(=O)N/N=C/c2ccccc2F)c1-c1cccs1,12,2,-6,-4,-1,2,2,4
O=C(c1ccco1)N1CCN(C(=O)c2ccc(Cn3cc(Br)cn3)o2)CC1,11,-2,-4,1,3,-5,9,2
Cn1c(SCC(=O)Nc2ccccc2Cl)nnc1C1CC1,-3,-4,3,3,7,-6,6,-18
Cc1ccc(CNC(=O)c2cc3c(=O)n(C)c4ccccc4c3n2C)cc1,-12,-4,13,7,10,-5,-2,1
Cc1ccc(C(=O)Oc2cccc(-n3cnnn3)c2)cc1,12,-8,-3,-13,-7,4,-41,-41
